Assay outcomes from PubChem BioAssay.
SRC1 inh: SRC1 coactivator transcriptional activity inhibitors, primary screen, cell-based, luminescence. Nuclear receptor coactivator 1 (Homo sapiens), Q15788. HEK293 GAL4-SRC1 luciferase reporter. inhibition, % at 3.6 µM. actives 0.12% (n = 360,000);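 active = inhibition above the campaign mean plus 3 SD, with each screening campaign given its own cutoff, cut at about 60% in these data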;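 also: 0% = DMSO treated cells and 100% = gossypol at 36 µM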
Target sequence (Q15788 whole entry, looked up, the tested form may be a part): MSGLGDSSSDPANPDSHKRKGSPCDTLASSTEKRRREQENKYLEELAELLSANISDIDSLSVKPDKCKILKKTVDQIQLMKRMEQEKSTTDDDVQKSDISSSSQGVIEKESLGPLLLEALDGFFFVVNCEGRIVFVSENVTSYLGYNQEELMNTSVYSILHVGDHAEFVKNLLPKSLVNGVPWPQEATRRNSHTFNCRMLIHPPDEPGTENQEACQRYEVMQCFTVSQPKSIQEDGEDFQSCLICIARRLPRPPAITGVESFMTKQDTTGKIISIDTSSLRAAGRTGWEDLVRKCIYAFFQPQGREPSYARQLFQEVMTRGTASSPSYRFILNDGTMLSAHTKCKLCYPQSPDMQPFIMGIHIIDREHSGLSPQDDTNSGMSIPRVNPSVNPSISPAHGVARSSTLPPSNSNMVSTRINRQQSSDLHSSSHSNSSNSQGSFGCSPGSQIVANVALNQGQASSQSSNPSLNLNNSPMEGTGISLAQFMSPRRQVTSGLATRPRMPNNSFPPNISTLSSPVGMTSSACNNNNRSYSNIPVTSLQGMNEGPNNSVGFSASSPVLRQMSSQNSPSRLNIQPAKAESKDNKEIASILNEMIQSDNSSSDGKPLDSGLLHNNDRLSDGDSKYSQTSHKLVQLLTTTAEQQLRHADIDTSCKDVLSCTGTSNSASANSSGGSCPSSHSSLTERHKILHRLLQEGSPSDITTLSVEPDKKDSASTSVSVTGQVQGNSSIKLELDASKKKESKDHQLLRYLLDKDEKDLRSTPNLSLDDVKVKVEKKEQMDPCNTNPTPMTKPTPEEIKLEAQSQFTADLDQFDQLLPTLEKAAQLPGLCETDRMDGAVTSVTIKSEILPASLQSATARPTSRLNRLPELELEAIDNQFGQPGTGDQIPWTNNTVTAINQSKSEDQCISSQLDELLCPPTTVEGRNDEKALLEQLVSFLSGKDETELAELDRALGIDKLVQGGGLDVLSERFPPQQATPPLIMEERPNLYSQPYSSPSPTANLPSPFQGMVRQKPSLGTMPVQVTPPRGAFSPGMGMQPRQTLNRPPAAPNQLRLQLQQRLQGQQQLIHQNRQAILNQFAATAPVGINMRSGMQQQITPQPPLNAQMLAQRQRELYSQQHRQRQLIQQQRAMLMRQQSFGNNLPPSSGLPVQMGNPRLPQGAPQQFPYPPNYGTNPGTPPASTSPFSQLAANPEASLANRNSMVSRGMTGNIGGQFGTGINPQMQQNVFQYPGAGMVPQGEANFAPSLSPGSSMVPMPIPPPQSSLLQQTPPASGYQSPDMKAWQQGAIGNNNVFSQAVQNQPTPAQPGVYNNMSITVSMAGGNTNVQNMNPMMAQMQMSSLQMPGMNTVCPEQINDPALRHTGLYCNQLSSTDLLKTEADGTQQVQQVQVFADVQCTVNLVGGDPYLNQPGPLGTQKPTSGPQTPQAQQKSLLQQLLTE
NR2F2 inh: NR2F2 transcriptional activity inhibitors, primary screen, cell-based, luciferase reporter, HEK293T, luminescence; inhibition, % at 8.6 µM; HEK293T NGFI-A luciferase reporter; COUP transcription factor 2 (Homo sapiens), P24468; actives 0.7% (n = 370,000);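 active = inhibition above a per-plate cutoff, mean inhibition of test wells between control levels plus 3 SD, cut at about 38% in these data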;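 also: cells cotransfected with COUP-TFII expression vector driving the NGFI-A reporter; 0% = median of COUP-TF2 test wells and 100% = reporter-only cells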
TWEAK-Fn14 inh: inhibitors of TWEAK-Fn14 signaling, primary screen, luciferase reporter cells, uHTS. inhibition, % at 10 µM. TWEAK-stimulated Fn14 reporter cells, luciferase luminescence, 8 h. AID 1159606, 2016. actives 2% (n = 360,000); in the data active = inhibition above about 50%
NCOA2 inhibitor: inhibition of GAL4-SRC2 driven luciferase reporter, primary screen, SRC2 inhibitor project, cell-based, luminescence; Nuclear receptor coactivator 2 (Homo sapiens), Q15596; HEK293 GAL4-SRC2 luciferase reporter; inhibition, % at 9 µM; actives 0.17% (n = 370,000);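 active = inhibition above the mean inhibition of all tested compounds plus 3 SD, set per campaign, cut at about 52% in these data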;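 also: 0% = DMSO treated cells and 100% = cells given Gossypol at 36 µM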
LRH-1 inv ag: LRH-1 (NR5A2) inverse agonists, primary screen, cell-based, luminescence, HEK293T, StAR-luciferase reporter; LRH-1 transfected, 24 h; inhibition, % at 3.6 µM; actives 0.13% (n = 360,000); Nuclear receptor subfamily 5 group A member 2 (Homo sapiens), O00482;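 active = inhibition above the mean inhibition of all tested compounds plus 3 SD, cut at about 73% in these data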;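 also: 0% = DMSO wells and 100% = reporter-only cells lacking LRH-1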
SRC3 inh: SRC3 coactivator transcriptional activity inhibitors, primary screen, cell-based, luminescence; actives 0.17% (n = 360,000); Nuclear receptor coactivator 3 (Homo sapiens), Q9Y6Q9; HEK293 GAL4-SRC3 luciferase reporter; AID 588352, 2011; inhibition, % at 3.6 µM;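 active = inhibition above a per-campaign cutoff, the mean of all compounds plus 3 SD, cut at about 60% in these data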;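 also: 0% = DMSO-treated cells and 100% = gossypol-treated cells at 36 µM; higher means less SRC3-driven luciferase light from the GAL4 reporter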
Exocytosis inh: LAMP-1 surface exposure blockers, TALL-104 cells – cell-based, flow cytometry, MLPCN library, primary screen; TALL-104 LAMP-1 surface exposure; cells stimulated with thapsigargin and PMA; inhibition, % at 10 µM; actives 0.66% (n = 360,000); AID 651702, 2012;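 active = inhibition above about 55%, limit read from the data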
ABHD5-PLIN5 inh: ABHD5-PLIN5 interaction inhibitors, primary screen, cell lysate, split luciferase complementation, luminescence. Split G. princeps luciferase complementation, 4 h. inhibition, % at 4 µM. actives 0.78% (n = 360,000). AID 602281, 2012;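 active = inhibition above the mean inhibition across every tested compound plus 3 SD, cut at about 22% in these data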;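 also: 0% = DMSO only wells and the 100% control is not disclosed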
NOD2 RIPK2 PPI: NOD2-RIPK2 binding disruptors in cells, primary screen, fluorescence, CHO cells, BLA complementation. CCF4 ratio. inhibition, % at 4.98 µM. actives 0.38% (n = 360,000). AID 624267, 2012; in the data active = inhibition above about 21%;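 also: 0% = vehicle only and 100% = reference blocker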
TROY signal inh: inhibitors of TROY-driven NF-kB signaling, primary screen, Q293 LMP1-TROYcd cells, NF-kB luciferase, uHTS. Q293 LMP1-TROYcd NF-kB luciferase reporter, 4 h. inhibition, % at 10 µM. actives 0.98% (n = 360,000). AID 1347056, 2019;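 active = compounds whose plate-normalised and pattern-corrected inhibition of the luciferase reporter signal at the single screening dose is 50% or more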
TLR9-MyD88 block: inhibitors of TLR9-MyD88 association in cells, primary screen, cell-based, CHO, BLA complementation, fluorescence | CCF4 FRET ratio | inhibition, % at 4.98 µM | actives 0.21% (n = 340,000);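 active = inhibition above the mean over all tested compounds plus 3 SD, cut at about 21% in these data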;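 also: 0% = DMSO only wells and 100% = clavulanate BLA inhibitor control wells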
An asterisk follows results filed as active. These rows are one share of the data; rates above refer to the full screens.

Screening O=C(CSc1nnc(-c2ccc(S(=O)(=O)N3CCOCC3)cc2)o1)c1ccccc1F returned SRC1 inh 9, NR2F2 inh 11, TWEAK-Fn14 inh 1, NCOA2 inhibitor -16, LRH-1 inv ag -6, SRC3 inh 12, Exocytosis inh -4, ABHD5-PLIN5 inh 4, NOD2 RIPK2 PPI -7, TROY signal inh -9 and TLR9-MyD88 block 4.
For CCCOc1ccc(-c2nnn(CC(=O)N3CCCC(C)C3)n2)cc1 (stereo not given) the results were SRC1 inh -4, NR2F2 inh -19, TWEAK-Fn14 inh -5, NCOA2 inhibitor -7, LRH-1 inv ag -5, SRC3 inh 2, Exocytosis inh -2, ABHD5-PLIN5 inh 4, NOD2 RIPK2 PPI -6, TROY signal inh -13 and TLR9-MyD88 block -14.
`O=C1CC(N2CCN(c3ccccn3)CC2)C(=O)N1CC(c1ccccc1)c1ccccc1` (stereo not given) gave SRC1 inh 10, NR2F2 inh 6, TWEAK-Fn14 inh 34, NCOA2 inhibitor 25, LRH-1 inv ag 4, SRC3 inh 16, Exocytosis inh 8, ABHD5-PLIN5 inh 4, NOD2 RIPK2 PPI 3, TROY signal inh 3 and TLR9-MyD88 block 12.
O=C(O)c1nn(-c2cccc(Cl)c2)c(=O)cc1O was read as SRC1 inh -3, NR2F2 inh 3, TWEAK-Fn14 inh -1, NCOA2 inhibitor 3, LRH-1 inv ag 8, SRC3 inh 13, Exocytosis inh 2, ABHD5-PLIN5 inh 3, NOD2 RIPK2 PPI -7, TROY signal inh -1 and TLR9-MyD88 block 5.
OCCCn1c(-c2ccccc2)nc(=S)c2c1CCCC2 was read as SRC1 inh -5, NR2F2 inh -20, TWEAK-Fn14 inh 0, NCOA2 inhibitor -27, LRH-1 inv ag -3, SRC3 inh 15, Exocytosis inh -1, ABHD5-PLIN5 inh 3, NOD2 RIPK2 PPI -6, TROY signal inh -17 and TLR9-MyD88 block -4.
For N#Cc1ccc(N2CCc3ccccc3C2)c([N+](=O)[O-])c1 the results were SRC1 inh 3, NR2F2 inh 5, TWEAK-Fn14 inh -30, NCOA2 inhibitor -25, LRH-1 inv ag -30, SRC3 inh 13, Exocytosis inh -3, ABHD5-PLIN5 inh -4, NOD2 RIPK2 PPI -4, TROY signal inh -50 and TLR9-MyD88 block -9.
CCNc1ccc(S(=O)(=O)C(F)(F)F)cc1NC(=O)C12CCC(CC1)C2 was read as SRC1 inh 1, NR2F2 inh -6, TWEAK-Fn14 inh 0, NCOA2 inhibitor 1, LRH-1 inv ag -5, SRC3 inh 1, Exocytosis inh 0, ABHD5-PLIN5 inh -1, NOD2 RIPK2 PPI -2, TROY signal inh -8 and TLR9-MyD88 block 0.
Screening CN(C)/C=C(\C(=O)c1cccc(Cl)c1)c1nnnn1-c1ccccc1 returned SRC1 inh 2, NR2F2 inh -25, TWEAK-Fn14 inh 10, NCOA2 inhibitor 0, LRH-1 inv ag 4, SRC3 inh 28, Exocytosis inh -3, ABHD5-PLIN5 inh 2, NOD2 RIPK2 PPI -5, TROY signal inh 9 and TLR9-MyD88 block -2.
Cc1ccnc(NC(=O)c2cc3ccccc3oc2=O)c1 was read as SRC1 inh -60, NR2F2 inh -44, TWEAK-Fn14 inh 60*, NCOA2 inhibitor -25, LRH-1 inv ag -116, SRC3 inh -77, Exocytosis inh -2, ABHD5-PLIN5 inh -6, NOD2 RIPK2 PPI 5, TROY signal inh -30 and TLR9-MyD88 block -3.
`CC1CCN(c2nc3c(N)ncnc3n2[C@@H]2O[C@H](CO)[C@@H](O)[C@H]2O)CC1` gave SRC1 inh -9, NR2F2 inh 14, TWEAK-Fn14 inh 15, NCOA2 inhibitor 3, LRH-1 inv ag 21, SRC3 inh -12, Exocytosis inh -1, ABHD5-PLIN5 inh -2, NOD2 RIPK2 PPI 9, TROY signal inh 13 and TLR9-MyD88 block -2.
Screening CC(=O)NCCNc1nc(NCC2CC2)nc2cc(-c3ccccc3)sc12 returned SRC1 inh 5, NR2F2 inh 4, TWEAK-Fn14 inh -19, NCOA2 inhibitor -29, LRH-1 inv ag -14, SRC3 inh -15, Exocytosis inh 6, ABHD5-PLIN5 inh -2, NOD2 RIPK2 PPI -3 and TROY signal inh -37.
`COc1ccc(Nc2nc(-c3cccc([N+](=O)[O-])c3)nc3ccccc23)c(OC)c1` gave SRC1 inh 3, NR2F2 inh 1, TWEAK-Fn14 inh -22, NCOA2 inhibitor -3, LRH-1 inv ag 10, SRC3 inh 13, Exocytosis inh 0, ABHD5-PLIN5 inh 4, NOD2 RIPK2 PPI 1, TROY signal inh -16 and TLR9-MyD88 block 8.
CCOC(=O)c1cnc(-n2nc(C)cc2C)nc1Nc1ccc(N(C)C)cc1 was read as SRC1 inh 19, NR2F2 inh 6, TWEAK-Fn14 inh 23, NCOA2 inhibitor 4, LRH-1 inv ag 13, SRC3 inh 25, Exocytosis inh 0, ABHD5-PLIN5 inh 0, NOD2 RIPK2 PPI -6, TROY signal inh -10 and TLR9-MyD88 block 2.
`CCOC(=O)c1sc2nc(C3CC3)cc(-c3ccc(F)cc3)c2c1N` gave SRC1 inh -28, NR2F2 inh -9, TWEAK-Fn14 inh -6, NCOA2 inhibitor 12, LRH-1 inv ag 3, SRC3 inh 15, Exocytosis inh -4, ABHD5-PLIN5 inh -7, NOD2 RIPK2 PPI 9, TROY signal inh -11 and TLR9-MyD88 block 10.
For COCCCn1c(SCC(=O)Nc2nc3ccccc3s2)nnc1-c1ccoc1C the results were SRC1 inh 1, NR2F2 inh -5, TWEAK-Fn14 inh 6, NCOA2 inhibitor -29, LRH-1 inv ag 1, SRC3 inh 2, Exocytosis inh -1, ABHD5-PLIN5 inh 1, NOD2 RIPK2 PPI 11, TROY signal inh 5 and TLR9-MyD88 block 7.

Among those listed so far, 2 have an aryl thioether with sulfur outside any ring.
Screening O=C(CSc1nnc(-c2ccc(S(=O)(=O)N3CCOCC3)cc2)o1)c1ccccc1F returned SRC1 inh 9, NR2F2 inh 11, TWEAK-Fn14 inh 1, NCOA2 inhibitor -16, LRH-1 inv ag -6, SRC3 inh 12, Exocytosis inh -4, ABHD5-PLIN5 inh 4, NOD2 RIPK2 PPI -7, TROY signal inh -9 and TLR9-MyD88 block 4.
For COCCCn1c(SCC(=O)Nc2nc3ccccc3s2)nnc1-c1ccoc1C the results were SRC1 inh 1, NR2F2 inh -5, TWEAK-Fn14 inh 6, NCOA2 inhibitor -29, LRH-1 inv ag 1, SRC3 inh 2, Exocytosis inh -1, ABHD5-PLIN5 inh 1, NOD2 RIPK2 PPI 11, TROY signal inh 5 and TLR9-MyD88 block 7.

(cont.)
Screening Cc1cccc(N(CC(=O)Nc2ccccc2F)S(C)(=O)=O)c1 returned SRC1 inh -3, NR2F2 inh -2, TWEAK-Fn14 inh 9, NCOA2 inhibitor -43, LRH-1 inv ag -17, SRC3 inh -7, Exocytosis inh -1, ABHD5-PLIN5 inh 8, NOD2 RIPK2 PPI -7, TROY signal inh -21 and TLR9-MyD88 block -6.
For COc1ccc(NC(=O)N(C)C[C@H]2Oc3c(NS(=O)(=O)c4cccs4)cccc3C(=O)N([C@H](C)CO)C[C@@H]2C)cc1 the results were SRC1 inh 3, NR2F2 inh -6, TWEAK-Fn14 inh 0, NCOA2 inhibitor -2, LRH-1 inv ag -1, SRC3 inh -6, Exocytosis inh -1, ABHD5-PLIN5 inh 2, NOD2 RIPK2 PPI -7, TROY signal inh -28 and TLR9-MyD88 block -9.
For CC(=O)C(C)Oc1ccc2c3c(c(=O)oc2c1)CCCCC3 (stereo not given) the results were SRC1 inh -74, NR2F2 inh -22, TWEAK-Fn14 inh -17, NCOA2 inhibitor -48, LRH-1 inv ag -44, SRC3 inh -82, Exocytosis inh 0, ABHD5-PLIN5 inh -11, NOD2 RIPK2 PPI 2, TROY signal inh -75 and TLR9-MyD88 block 0.
For Cc1nc2ccccc2c(=O)n1NC(=O)Nc1ccccc1 the results were SRC1 inh 3, NR2F2 inh -15, TWEAK-Fn14 inh -4, NCOA2 inhibitor 5, LRH-1 inv ag -14, SRC3 inh 11, Exocytosis inh -1, ABHD5-PLIN5 inh -3, NOD2 RIPK2 PPI -11, TROY signal inh 3 and TLR9-MyD88 block 2.
`CCCNC(=O)c1onc(CSc2ccc(Cl)cc2)c1C(=O)NCC1CC1` gave SRC1 inh -13, NR2F2 inh -1, TWEAK-Fn14 inh -15, NCOA2 inhibitor -21, LRH-1 inv ag 5, SRC3 inh 6, Exocytosis inh -6, ABHD5-PLIN5 inh -11, NOD2 RIPK2 PPI -5, TROY signal inh -4 and TLR9-MyD88 block -5.
For COc1ccc2oc(C(=O)NCCN3CCOCC3)c(C)c2c1OC the results were SRC1 inh 9, NR2F2 inh 8, TWEAK-Fn14 inh -1, NCOA2 inhibitor 1, LRH-1 inv ag -6, SRC3 inh 13, Exocytosis inh -4, ABHD5-PLIN5 inh 5, NOD2 RIPK2 PPI -6, TROY signal inh 10 and TLR9-MyD88 block -2.
`CSc1ncnc2c1ncn2CCCNCc1ccccc1` gave SRC1 inh -12, NR2F2 inh -8, TWEAK-Fn14 inh 3, NCOA2 inhibitor 25, LRH-1 inv ag -3, SRC3 inh -10, Exocytosis inh 2, ABHD5-PLIN5 inh 7, NOD2 RIPK2 PPI -10, TROY signal inh -2 and TLR9-MyD88 block 3.
`CC(/C=N/n1c(-c2cccnc2)n[nH]c1=S)=C\c1ccco1` gave NR2F2 inh 23, TWEAK-Fn14 inh -2, NCOA2 inhibitor -2, Exocytosis inh -2, TROY signal inh 7 and TLR9-MyD88 block 3.
`Cc1cc(N/N=C/c2ccc(Cl)cc2)nc(NCc2ccccc2)n1` gave SRC1 inh 1, NR2F2 inh 9, TWEAK-Fn14 inh -11, NCOA2 inhibitor -23, LRH-1 inv ag 18, SRC3 inh 10, Exocytosis inh 8, ABHD5-PLIN5 inh -6, NOD2 RIPK2 PPI 3, TROY signal inh 4 and TLR9-MyD88 block -9.
Screening CCc1nnc(NC(=O)CSc2nnc(C)n2CC2CCCO2)s1 (stereo not given) returned SRC1 inh 1, NR2F2 inh 0, TWEAK-Fn14 inh 1, NCOA2 inhibitor -5, LRH-1 inv ag -15, SRC3 inh 10, Exocytosis inh -2, ABHD5-PLIN5 inh 0, NOD2 RIPK2 PPI -14, TROY signal inh -9 and TLR9-MyD88 block -2.
